Compound activity as filed in PubChem.
TNAP inh no acc: inhibitors of human TNAP without phosphate acceptor | P05186 | purified TNAP, CDP-star luminescence, 30 min | inhibition, % at 20 µM | 200,000 tested, 0.26% active | AID 1012;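 active = tissue-nonspecific alkaline phosphatase inhibition above about 50% at 20 µM in the single-dose screen, limit read from the data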;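 note: 0% = DMSO negative control and 100% = EDTA positive control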
bIAP inh: blocks bovine intestinal alkaline phosphatase activity; purified bovine IAP, CDP-star luminescence, 30 min; inhibition, % at 20 µM; 190,000 tested, under 10 active;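 active = over 50% inhibition of intestinal alkaline phosphatase at 20 µM in the single-dose screen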
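test system = bovine IAP enzyme | medium = DEA buffer 100 mM, pH 9.8, with MgCl2 1.0 mM, ZnCl2 0.02 mM | detection = luminescence | dosing = single compound dose of 20 µM, 2% DMSO final | incubation = 30 min reaction at room temperature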
TNAP inh hiacc: blocks human TNAP under high phosphate acceptor concentration | purified TNAP, CDP-star luminescence, 1 M DEA | P05186 | inhibition, % at 20 µM | 200,000 tested, 0.03% active;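 active = over 50% inhibition of tissue-nonspecific alkaline phosphatase at 20 µM in the single-dose screen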;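 note: plate controls were DMSO wells for no effect and EDTA-quenched wells as full inhibition for full effect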
PPARg SRC1 recr: PPARgamma-driven SRC-1 recruitment agonism; activation, % at 8 µM; 200,000 tested, 0.41% active; PPARgamma-SRC-1 coactivator recruitment biochemical assay; in the data active = activation above about 19%;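 note: 0% = DMSO and 100% = reference agonist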
Target sequence (P37231 whole entry, looked up): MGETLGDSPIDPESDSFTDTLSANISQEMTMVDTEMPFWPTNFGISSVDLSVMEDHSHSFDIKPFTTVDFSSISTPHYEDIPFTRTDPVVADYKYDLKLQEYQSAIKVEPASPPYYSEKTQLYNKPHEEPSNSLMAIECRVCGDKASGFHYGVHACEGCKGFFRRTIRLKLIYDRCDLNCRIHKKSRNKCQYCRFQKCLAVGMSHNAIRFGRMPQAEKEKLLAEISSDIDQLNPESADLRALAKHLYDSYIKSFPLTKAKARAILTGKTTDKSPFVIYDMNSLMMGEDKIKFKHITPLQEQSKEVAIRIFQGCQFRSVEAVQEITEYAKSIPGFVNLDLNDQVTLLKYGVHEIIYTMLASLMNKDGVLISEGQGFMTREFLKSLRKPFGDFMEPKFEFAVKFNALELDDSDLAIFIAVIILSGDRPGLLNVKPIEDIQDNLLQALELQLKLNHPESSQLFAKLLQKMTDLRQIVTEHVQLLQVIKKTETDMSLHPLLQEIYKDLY
TR-FRET SRC-2 ct: TR-FRET artefact, counter-screen to PPARgamma/SRC-2 agonist assay | stronger effect = higher value | TR-FRET ratio at 8 µM | 200,000 tested, 0.4% active | AID 1049; in the data active = TR-FRET ratio above about 2000; note: inactives centre near 1500
PPARg SRC2 recr: agonists of SRC-2 recruitment by human PPARgamma; P37231; PPARgamma LBD-SRC-2 recruitment, biochemical; activation, % at 8 µM; 200,000 tested, 0.34% active; in the data active = activation above about 22%;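 note: 0% = vehicle and 100% = reference agonist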
TNAP act hiacc: TNAP (human) activation, high acceptor; P05186; purified TNAP, CDP-star luminescence, 1 M DEA, 30 min; stronger effect = higher value; 0 = EDTA background, 1 = DMSO-only activity; activation factor at 20 µM; 200,000 tested, under 10 active; AID 1136;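 active = activation factor at least 2 at 20 µM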
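system = human TNAP | amount = enzyme diluted 1/800 final | reagent = 100 µM CDP-star substrate | signal = luminescent substrate turnover signal | dosing = one dose, 20 µM | benchmarks = EDTA negative control, DMSO positive control | measure = activation factor | timing = 30 min reaction, room temperature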
PPARg SRC3 recr: PPARgamma-driven SRC-3 recruitment agonism. P37231. biochemical PPARgamma/SRC-3 coactivator recruitment assay. activation, % at 8 µM. 200,000 tested, 0.26% active. AID 731; in the data active = activation above about 23%;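 note: 0% = DMSO and 100% = reference agonist; some compounds past the cut are filed as inactive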
bIAP act: intestinal alkaline phosphatase (bovine) activation. activation factor at 20 µM. AID 1016. 200,000 tested, 0.17% active. purified bovine IAP, CDP-star luminescence, 30 min; stronger effect = higher value; fold of DMSO-control signal, blank-subtracted;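 active = activation factor of 2 or more at 20 µM, a signal rise over negative controls twice the positive control's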
Efa HMGR inh: blocks class II HMG-CoA reductase of Enterococcus faecalis; inhibition, % at 10 µM; purified E. faecalis HMGR, NADPH absorbance 340 nm kinetic; 190,000 tested, 0.41% active; AID 1066;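 active = inhibition above a set limit, the median over all tested compounds plus 3 SD, cut at about 9.5% in these data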;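 note: enzyme runs in reverse so mevalonate oxidation gives rising NADPH absorbance; 0% = complete reaction with DMSO and 100% = background rate lacking mevalonate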
* = called active by the depositor; x = no result given.

Values in the order – TNAP inh no acc	bIAP inh	TNAP inh hiacc	PPARg SRC1 recr	TR-FRET SRC-2 ct	PPARg SRC2 recr	TNAP act hiacc	PPARg SRC3 recr	bIAP act	Efa HMGR inh
CC(OC(=O)CN(C)S(=O)(=O)c1ccc(Cl)cc1)C(=O)Nc1ccc(N2CCOCC2)cc1 (stereo not given)
    -12	13	-3	-2	1447	-6	1	-2	0.9	-1
O=C(NCCc1ccccn1)C1CCCN(S(=O)(=O)Cc2ccccc2)C1 (stereo not given)
    -6	7	0	7	1758	16	1	5	0.9	-4
CCOc1ccc(NC(=O)CC2C(=O)N(c3ccccc3)C(=O)N2CCc2cccs2)cc1 (stereo not given)
    -4	5	-4	1	1707	2	1	2	1	-7
CCOC(=O)C(NC(=O)Nc1ccc(F)cc1F)(Oc1ccc(F)cc1)C(F)(F)F (stereo not given)
    -10	6	-7	1	1541	8	1.1	3	0.9	-3
CCCCC[C@H](O)/C=C/C1=C(CCCCCCC(=O)O)C(=O)CC1
    -9	4	0	5	1559	-2	1	5	1	-4
CCCCC(O)(CCCC)C(=O)NNc1ccccc1
    -3	4	0	2	1759	-5	1	0	1	0
O=C1/C(=C/c2ccccc2[N+](=O)[O-])COc2ccccc21
    -9	4	0	-2	1560	0	1	-4	1	-1
COc1ccc(CN2CCCCC2C)cc1OC (stereo not given)
    -12	7	-3	-1	1440	1	1	3	0.9	-1
COc1ccccc1NC(=O)CSc1ncnc2c1oc1ccccc12
    -14	4	-9	-5	1618	2	1.1	13	1	-13
COc1cc(-n2c(C)nc3cc(C(=O)NCCN4CCOCC4)ccc32)cc(OC)c1OC
    5	0	1	-2	1496	-13	1	2	1	1
CCOC(=O)CCNC(C(=O)OCC)c1ccccc1 (stereo not given)
    -7	-3	0	-1	1401	-1	1	-3	1	-5
Cc1[nH][nH]c(=O)c1C(c1c(C)[nH][nH]c1=O)c1cn(Cc2ccccc2Cl)c2ccccc12
    -25	3	21	5	1564	1	0.8	2	1	67*
O=C(Nc1ccc(Cl)cn1)c1cnn2cccnc12
    -6	3	-1	-10	1447	-9	1	14	1	1
CCn1c(CNC(=O)Cc2ccc(OC)cc2)nnc1SCC(=O)Nc1ccc(C(=O)O)cc1
    -4	4	-3	8	1701	8	1	1	1	-1
CC(=O)N1CC=C2C(C#N)=C(N)C(C#N)(C#N)[C@H](c3ccoc3)[C@H]2C1
    -13	8	-3	-4	1490	-5	1	-9	0.9	-9
CC(=O)Cc1nsc(NC(=O)c2ccco2)n1
    -8	8	-1	-3	1691	11	1	3	0.9	-9
NNC(=O)c1ccc2nc(-c3ccc(Br)cc3)cn2c1
    -13	-6	-2	8	1536	5	1	0	1.1	0
CCOc1ccc(N2C(=O)CC(SC(=NC)Nc3ccc4c(c3)OCO4)C2=O)cc1 (stereo not given)
    -5	1	-3	2	1632	3	1	9	1	-5
COc1ccc2c(c1)c(C(=O)CN1CCOCC1)c(C)n2C
    -14	12	-8	8	1650	11	1.1	-1	0.9	-12
O=C(Nc1ccc(SC(F)F)cc1)c1ccc(F)cc1
    -8	-3	-3	9	1899	9	1	8	1	4
Cc1ccc(NC(=O)C2(c3ccc([N+](=O)[O-])cc3)CCCC2)cc1
    -9	12	0	0	1631	4	1	3	0.9	-7
C/C(=N\NC(=O)c1ccco1)c1cc2ccccc2o1
    -8	-4	-7	2	1741	14	1.1	4	1	-2
CCOC(=O)c1sc2nc(CC(=O)OC)nc(NCCN3CCOCC3)c2c1C
    -14	8	-4	-1	1499	6	1	0	0.9	-8
CC(NC(=O)c1ccncc1)C(c1cccs1)N1CCOCC1 (stereo not given)
    -1	3	7	-1	1580	7	0.9	0	1	8
COc1cccc(CNC(=S)Nc2cc(C)ccc2C)c1
    -7	-2	1	-10	1467	-11	1	-7	1	-6
CC(=O)Nc1ccc(-c2csc(Nc3cc(C)ccn3)n2)cc1
    -7	-4	-3	2	1517	-2	1	3	1	-2
CCCc1cc(=O)[nH]c(SCC)n1
    7	1	3	-1	1540	8	1	16	1	-4
COc1ccccc1C1CC(=O)n2c(nc(-c3ccccc3)c2-c2ccccc2)S1 (stereo not given)
    -14	9	-1	-3	1474	-9	1	0	0.9	-3
Cn1c(Cn2c(=O)sc3ccccc32)nnc1SCC(=O)Nc1ccc(Cl)cc1
    -12	14	-3	7	1629	-3	1	-3	0.9	-8
COC(=O)c1cc(Br)c(=O)n(-c2ccc(OC)cc2)c1
    -4	15	-1	12	1848	18	1	18	0.8	-3
O=C(NCC1CCCO1)c1ccc(COc2ccc(F)cc2)o1 (stereo not given)
    -9	-4	-4	2	1618	2	1	6	1	-6
COCCNC(=O)CN(C)S(=O)(=O)c1ccc2c(c1)OCCO2
    20	3	3	-1	1533	-3	1	5	1	1
O=C(c1ccc(-c2ccccc2)c(F)c1)C1CCCN(C(=O)c2cncs2)C1 (stereo not given)
    -1	8	-5	4	1605	3	1	-1	0.9	-1
CSC1=NCCN1CCOc1ccccc1
    -9	15	-2	6	1407	0	1	-1	0.9	-4
O=C(CCc1nnc(CCCc2ccccc2)o1)N1CCCCCC1
    -7	4	-1	10	1524	2	1	0	1	1
CCCC(=O)Nc1ccc(C(=O)NCc2ccccc2Cl)cc1
    -8	3	-1	6	1833	9	1	4	1	1
CCN(CC)S(=O)(=O)c1ccc(-c2nnc(SCC(=O)Nc3nc(C)cs3)o2)cc1
    -8	-4	-1	-2	1315	-5	1	-9	1	4
COc1ccc(NC(=O)c2ccco2)cc1NC(=O)c1ccc(Br)o1
    -6	10	2	10	1368	-5	1	-3	0.9	1
CCc1c(C#N)c(SCCC(=O)Nc2ccc(C)cc2)nc2c1C(=O)CC(C)(C)C2
    -2	13	-5	3	1625	11	1	-1	0.9	-2
COc1ccc(C(CNC(=O)c2cccc(N(C)C)c2)N2CCCC2)cc1 (stereo not given)
    -13	0	-4	-4	1472	-2	1	-1	1	-6

Compound profiles, from the list above:
`CCCc1cc(=O)[nH]c(SCC)n1` reads TNAP inh no acc: 7; bIAP inh: 1; TNAP inh hiacc: 3; PPARg SRC1 recr: -1; TR-FRET SRC-2 ct: 1540; PPARg SRC2 recr: 8; TNAP act hiacc: 1; PPARg SRC3 recr: 16; bIAP act: 1; Efa HMGR inh: -4
`CCCC(=O)Nc1ccc(C(=O)NCc2ccccc2Cl)cc1` reads TNAP inh no acc: -8; bIAP inh: 3; TNAP inh hiacc: -1; PPARg SRC1 recr: 6; TR-FRET SRC-2 ct: 1833; PPARg SRC2 recr: 9; TNAP act hiacc: 1; PPARg SRC3 recr: 4; bIAP act: 1; Efa HMGR inh: 1

(further entries)
Values in the order – TNAP inh no acc	bIAP inh	TNAP inh hiacc	PPARg SRC1 recr	TR-FRET SRC-2 ct	PPARg SRC2 recr	TNAP act hiacc	PPARg SRC3 recr	bIAP act	Efa HMGR inh
Cc1ccc(N(CC(=O)N/N=C/c2cccc(Br)c2)S(C)(=O)=O)cc1
    -12	-6	-7	3	1705	0	1.1	3	1.1	-4
CN(C)CCOC(=O)C1(c2ccccc2)CCCC1
    3	0	-4	-3	1379	-6	1	-2	1	-1
Cn1ncc2cc(NC(=S)NC(=O)c3ccccc3)ccc21
    -1	3	-4	1	1491	10	1	6	1	-2
Cc1nnc(SCC(=O)N2CCCCCC2)n(N)c1=O
    -10	-14	-2	1	1511	-4	1	-2	1.1	2
S=c1[nH]c2ccc(Cl)cc2[nH]1
    -11	-3	2	5	1677	24*	1	5	1	-1
COCCNc1oc(-c2ccccc2Cl)nc1C#N
    -21	2	-6	-11	1517	-1	1.1	-8	1	-5
COc1ccc(S(=O)CC(=O)Nc2ccccc2Cl)cc1 (stereo not given)
    -5	-21	-2	-6	1799	3	1	2	1.2	1
O=C(N/N=C\c1ccc(CNS(=O)(=O)c2ccc(Cl)cc2)o1)C(=O)Nc1ccc(Oc2ccccc2)cc1
    -23	3	1	4	1600	2	1	-4	1	-7
CCC(C)(c1ccc(C=O)s1)c1ccc(C=O)s1
    -12	27	-4	3	1302	2	1	-1	0.7	-11
C=CCn1c(SCC(=O)c2cc(C)n(Cc3cccs3)c2C)nnc1-c1ccncc1
    -8	-6	-3	4	1578	0	1	0	1.1	-1
O=C1N[C@@H](Cc2ccccc2)C(=O)N1CCN1CCOCC1
    -3	7	-6	9	1697	2	1.1	1	0.9	-1
CC(=O)Nc1ccc(S(=O)(=O)Nc2c(C)n(C)n(-c3ccccc3)c2=O)cc1
    -4	1	-2	6	1476	1	1	0	1	-8
Clc1ccc(C2=CSC3=Nc4cccc5cccc(c45)N23)cc1
    1	3	10	6	1517	9	0.9	4	1	-7
O=C1Nc2ccc([N+](=O)[O-])cc2C1(O)N1CCCCCC1 (stereo not given)
    9	5	3	-1	1374	-9	1	-10	1	-2
CC[n+]1c(/C=C/C=C/N(C(C)=O)c2ccccc2)sc2ccccc21
    25	x	21	8	1612	16	0.8	2	0.5	-2
Cc1ccc(CS(=O)(=O)CCC(=O)NCCC2=CCCCC2)cc1
    -10	16	-4	0	1662	-1	1	9	0.8	-2
O=C(NC1CCC(O)CC1)c1cc(-c2ccco2)nc2ccccc12 (stereo not given)
    -10	-3	-2	7	1601	9	1	2	1	-1
